Assay outcomes as filed in PubChem.
Rv3671c protease: inhibitors of M. tuberculosis serine protease Rv3671c; 320,000 compounds, 0.048% hits; P9WHR9; AID 2606; inhibition, % at 5.96 µM; in the data active = inhibition above about 38%;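 also: extracellular domain of Rv3671c used as enzyme; 0% = enzyme with DMSO and 100% = no enzyme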
Target sequence (P9WHR9 whole entry, looked up, the tested form may be a part): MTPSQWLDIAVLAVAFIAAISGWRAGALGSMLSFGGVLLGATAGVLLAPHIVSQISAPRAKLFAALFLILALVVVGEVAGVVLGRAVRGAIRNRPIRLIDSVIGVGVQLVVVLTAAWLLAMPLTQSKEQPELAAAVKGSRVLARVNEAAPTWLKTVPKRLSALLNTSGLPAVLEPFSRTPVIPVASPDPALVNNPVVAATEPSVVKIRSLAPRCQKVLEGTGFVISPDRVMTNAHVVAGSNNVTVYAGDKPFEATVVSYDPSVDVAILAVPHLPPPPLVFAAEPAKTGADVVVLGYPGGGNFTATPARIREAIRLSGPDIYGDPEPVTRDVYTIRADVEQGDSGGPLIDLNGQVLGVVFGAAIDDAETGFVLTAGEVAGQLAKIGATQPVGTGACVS
BoNT F protease: BoNT F light chain protease inhibition. Multiplex microsphere protease cleavage assay, flow cytometry. inhibition, % at 10 µM. 360,000 compounds, 0.22% hits. AID 588497; in the data active = inhibition above about 35%, passing the limit was not always enough; inconclusive = no clear call, values can overlap the other calls; also: plate controls were buffer without enzyme for full effect and enzyme alone for no effect
BoNT-A LC inh2: inhibitors of Botulinum neurotoxin A light chain protease. multiplex microsphere protease substrate cleavage, flow cytometry. inhibition, % at 10 µM. 360,000 compounds, 0.17% hits; also: plate controls were buffer without enzyme for full effect and enzyme alone for no effect
Anthrax LF prot: anthrax lethal factor protease inhibition; P15917; multiplex microsphere protease cleavage assay, LF; inhibition, % at 10 µM; 360,000 compounds, 0.12% hits; also: plate controls were buffer without enzyme for full effect and enzyme alone for no effect
PrPC surface inh: inhibitors of human cell surface prion protein PrPC; TR-FRET read-out; inhibition, % at 13.8 µM; 370,000 compounds, 0.43% hits; in the data active = inhibition above about 24%; also: 0% = median of the test wells and 100% = reference compound wells
SSB-PriA inh: K. pneumoniae PriA-SSBct interaction inhibition | AlphaScreen SSBct-PriA binding, biotinylated peptide | inhibition, % at 33 µM | 430,000 compounds, 0.6% hits | AID 1272365; in the data active = inhibition mostly above about 37%, no sharp cut-off; inactive = mostly below about 20%;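 also: plate controls were negative control peptide for no effect and reference peptide for full effect; strong numbers were not always called active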
MazEF act: MazEF (E. coli) toxin RNase activation; P0AE70; FAM/BHQ RNA-DNA oligo cleavage fluorescence, 5 h; activation, % at 20 µM; 350,000 compounds, 0.32% hits; AID 504720; in the data active = activation above about 50%
Target sequence (P0AE70 whole entry, looked up): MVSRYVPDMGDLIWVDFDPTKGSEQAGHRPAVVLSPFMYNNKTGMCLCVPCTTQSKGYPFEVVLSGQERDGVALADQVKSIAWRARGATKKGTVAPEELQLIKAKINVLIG
SARS 3CLpro inh: SARS-CoV 3CLpro protease inhibition; recombinant SARS-CoV 3CLpro, quenched FRET peptide cleavage; inhibition, % at 6 µM; 290,000 compounds, 0.14% hits; AID 1706; in the data active = inhibition above about 12%
DUSP3 inh: blocks human VHR1 dual specificity phosphatase; inhibition, % at 13.3 µM; 290,000 compounds, 0.52% hits; P51452; recombinant VHR phosphatase, pNPP absorbance; in the data active = inhibition above about 50%; also: some compounds called inactive have numbers as strong as hits
Target sequence (P51452 whole entry, looked up): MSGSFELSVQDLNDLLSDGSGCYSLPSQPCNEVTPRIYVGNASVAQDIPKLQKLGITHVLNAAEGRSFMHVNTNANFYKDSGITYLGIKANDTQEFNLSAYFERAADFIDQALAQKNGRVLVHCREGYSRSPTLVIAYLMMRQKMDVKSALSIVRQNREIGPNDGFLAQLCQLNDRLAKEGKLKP
CCHF vOTU inh: CCHFV vOTU protease inhibition | Pep-AMC fluorescence | inhibition, % at 11.5 µM | 370,000 compounds, 0.55% hits | AID 651958; in the data active = inhibition above about 30%; also: 0% = vehicle wells with enzyme and 100% = no enzyme wells
* hit, by the source's call; u = inconclusive; x = no result given; & = joins results of further samples. Rule as the data show it, unless noted: active = inhibition above about 30%; inconclusive = no clear call, values can overlap the other calls; inactive = below that. The list is partial (hit frequency here may not be typical).

SMILES	Rv3671c protease	BoNT F protease	BoNT-A LC inh2	Anthrax LF prot	PrPC surface inh	SSB-PriA inh	MazEF act	SARS 3CLpro inh	DUSP3 inh	CCHF vOTU inh
O=C(CSc1ccccc1)Nc1nccs1	6	-8	-0.2	-2	0	4&-15&-8	11	5	5	4
COCCNC(=O)c1ccc2c(c1)NC(=O)CS2	5	0	2.3	-8	-2	-13	1	1	17	-10
COc1ccc(-c2cc(C(=O)NCCCN3CCOCC3)on2)cc1OC	3	1	0.3	-1	-1	-2	7	1	-31	1
c1ccc(-c2nnsc2-c2ncc[nH]2)cc1	-5	-5	-0.9	-5	-4	-10	-1	4	20	-18
CCOC(=O)c1ccc(N2CCN(C(C)=O)CC2)c(NC(=O)c2cccnc2)c1	-3	-5	-0.5	-9	4	-8	-2	-4	22	8
CN(C)/C=N/c1c(C#N)cnn1C	1	-5	-0.1	0	2	x	1	-4	4	-13
Cc1oc(-c2ccccc2F)nc1CS(=O)(=O)CC(=O)NC1CCCC1	11	-1	0.1	0	-3	-5	13	-4	11	6
Cc1onc(-c2ccccc2)c1C(=O)Nc1ccccc1NC(=O)c1c(-c2ccccc2)noc1C	2	-3	1.6	2	0	6	2	3	-4	5
O=C(COc1cc(O)c2c(=O)cc(-c3ccccc3)oc2c1)c1ccc(F)cc1	-2	-5	1.0	2	1	0	-17	-2	22	9
COC(=O)c1cn(-c2nc3ccccc3s2)nn1	x	-11	-0.3	12	0	x	x	x	x	0
Cc1ccc(/C=C/C(=O)c2ccccc2O)cc1	7	-1	0.4	4	-5	-6	8	6	13	-5
COC(=O)N1C(=O)[C@@](Cc2ccccc2)(c2ccccc2)N1C(=O)OC	0	-9	-0.6	-3	-5	-11	7	-4	29	-3
Cn1ncc(Cl)c1C(=O)N1CCC(Cc2ccccc2)CC1	1	-7	0.9	-3	3	0	-3	-3	18	15
CCCn1c(C)cc(C(=O)CN2C(=O)c3ccccc3S2(=O)=O)c1C	x	1	-0.6	-3	3	x	3	x	x	-8
N#Cc1ccccc1CSc1nc(N2CCCCC2)nc(N2CCCCC2)n1	8	18	0.5	-2	-3	-10	-2	6	21	10
O=C1c2cccc3c(Cl)ccc(c23)C(=O)N1O	-4	-8	-0.3	1	-39	1	-3	5	30	-5
CCN(CC)C(=O)CSc1nnc(CNc2ccc(F)cc2)n1Cc1ccco1	-3	u	1.8	0	0	-12	4	-2	1	8
CC(Cc1ccccc1)C(=O)N[C@@H](CO)Cc1ccccc1 (some centres undefined)	4	1	0.1	6	3	-8	3	4	24	17
N#Cc1c(N)c2ccccn2c1C(=O)c1ccc(Br)cc1	-1	-15	-3.2	0	-7	-1	-8	-2	-22	-3
O=C1CSC(c2cccnc2)N1CC1CC1 (centres undefined)	1	x	x	x	2	-1	-4	5	5	-6
C[C@@H](C(=O)O)[C@@H]1C[C@@]1(C)[C@@H](NC(=O)OCc1ccccc1)c1ccccc1	16	-2	-0.2	0	-5	-3	-2	-1	8	-2
CCc1ccc(C(C)(O)C(CN2CCOCC2)c2ccccc2)cc1 (centres undefined)	9	9	-0.8	-5	4	7	2	2	9	-15
CCCCNC(=O)c1c(CSc2ccc(Cl)cc2)noc1C(=O)NCCC	-1	-3	0.0	2	6	-33	3	x	x	14
Cc1ccc(C2=NC(C(F)(F)F)(C(F)(F)F)c3c(n(-c4ccc(F)cc4)c(=O)[nH]c3=O)N2)cc1	6	-3	0.4	0	5	2	-10	-1	-4	-9
Cc1cccc(-c2nc(C#N)c(NCC3CCCO3)o2)c1 (centres undefined)	7	u	-1.9	-11	-1	5	2	1	6	-22
CCN(c1ccccc1)S(=O)(=O)c1ccc(OC)c(NC(=O)Cc2ccc(OC)c(OC)c2)c1	-6	2	0.0	1	20	-4	-1	x	x	-7
Cn1c(=O)cc(SCC(=O)NCc2ccco2)c2ccccc21	-1	16	1.2	-4	-3	4	9	1	12	0
Cc1ccc(/C=C/S(=O)(=O)Nc2ccc(C)cc2)cc1	-2	3	0.2	-4	4	-4	-9	-1	9	7
COC(=O)[C@]1(C)N[C@H](CN(C)C(=O)NC(C)C)[C@@H]2C(=O)N(C)C(=O)[C@@H]21	-2	-6	-0.2	1	-7	5	-1	x	x	-12
S=c1[nH]nc(-c2ccccn2)n1/N=C/c1ccc(-c2ccccc2Br)o1	x	-9	-0.7	-2	8	x	-5	2	-6	5
Cc1c(NC(=O)C(C)N2C(=O)C3CCCCC3C2=O)c(=O)n(-c2ccccc2)n1C (centres undefined)	0	-4	-0.3	2	5	-4	-1	1	18	-7
O=C(CN1C(=O)/C(=C/c2ccccc2)SC1=S)Nc1ncc(Cc2ccccc2)s1	-15	2	0.5	0	-5	2	3	2	12	10
CCc1cccc(C)c1NC(=O)c1cc(-c2ccncc2)nc2ccccc12	x	-23	11	-4	-5	3	-8	x	x	-5
CC[C@]12c3[nH]c4cc(CCC(=O)N(C)C)ccc4c3CCN1C(=O)[C@@H](CC(=O)NCc1ccco1)C[C@@H]2C(=O)N1CCN(C(=O)C2CC2)CC1	x	0	0.0	-2	-4	2	3	x	x	-3
Cc1cc(C)cc(C(=O)NCC(=O)OCN2C(=O)c3ccccc3C2=O)c1	-5	-11	0.1	6	-3	-12	-1	x	x	-6
CCC(=O)Nc1nnc(SCC(=O)Nc2ccc3c(c2)OCO3)s1	-1	-5	-4.1	4	3	-8	1	3	6	6
CCOC(=O)C1(C)CCN1C(=O)c1ccc(C(C)(C)C)cc1 (centres undefined)	x	2	0.0	-1	-4	x	x	x	x	-2
O=C1NCCN2CCCC12 (centres undefined)	-5	0	0.8	-2	-4	-1	2	-1	-18	7
O=C1NC(c2ccc(-c3ccccc3[N+](=O)[O-])o2)C(C(=O)c2ccc(F)cc2)C(O)(C(F)(F)F)N1 (centres undefined)	-34	2	0.7	-3	-19	32	9	6	23	42*
COc1ccc([C@H]2CC(=O)C[C@@H](CCn3cc(C(C)C)nn3)O2)cc1	x	5	-0.7	-5	-5	x	x	x	x	0
CCNC(=O)COC(=O)/C=C/c1ccccc1[N+](=O)[O-]	4	-14	-0.9	-5	-4	11	0	-3	-14	5
CCCN(CCC)C1=N/C(=C\c2ccco2)C(=O)N1c1ccccc1	-7	-3	-0.6	1	-2	-25	-14	4	-6	1
Cc1c(CN2CCC(CO)(CCOc3ccccc3)CC2)[nH]c2c(Cl)cccc12	0	-7	-0.8	1	-11	31	-4	2	4	20
O=C(c1ccccc1)c1nc2c(n1O)CCCCC2	0	-3	0.4	-3	0	-6	-4	-1	-11	-1
N#Cc1ccc(N)cc1OCCCN1CCCCC1	x	4	0.4	-4	-4	-4	7	x	x	-1
COc1cc(O)c2c(=O)c3c(O)ccc(O)c3oc2c1	-1	-8	-0.4	-3	0	-9	-7	x	x	16
CCCn1ccc2c(OCC(=O)Nc3ccc(NC(C)=O)cc3)cccc2c1=O	5	1	5.2	8	0	-11	5	x	x	-1
COC(=O)[C@]12CCCCC=C1N(Cc1ccco1)C(=O)[C@H](CC(=O)NCCCCc1ccccc1)C2	x	-2	1.0	-10	3	x	x	x	x	13
CCCCCCSc1cc(-c2nc3ccc(Cl)cn3c2NCCCC)ccc1OC	-2	-13&-16	-0.1&-1.2	-1&4	11&-1	-12	-1	x	x	11&1
C/C(=N\OCC(=O)Nc1ccc(Br)cc1)c1cccs1	-1	-4	-0.4	-6	8	x	7	5	-15	7
O=Nc1c(O)n(Cc2ccc(Cl)c(Cl)c2)c2ccccc12	-131	-15	-0.9	-3	-5	7	4	2	15	1
COc1cc(CN2CCN(S(=O)(=O)c3ccccc3)CC2)cc(OC)c1OC	-11	u	0.6	-9	9	-10	9	-1	35	-8
CCC(=O)N1CCc2cc(Br)cc(S(=O)(=O)NCc3ccco3)c21	-13	-3	-1.0	4	x	0	-8	-2	6	x
CCN(C(=O)Cc1c(C(=O)O)[nH]c2ccccc12)c1ccc(OC)cc1	-6	-4	0.9	3	x	4	-5	0	14	x
CC(Oc1cccc(Br)c1)C(=O)Nc1cccc(S(=O)(=O)N2CCOCC2)c1 (centres undefined)	-3	-7	1.2	2	4	-15	-4	x	x	11
CC(C)c1nc2sc3c(=S)nc[nH]c3c2c2c1CCC2	2	u	u	-15	10	6	3	-2	9	-7
O=C(Nc1c2c(nn1-c1ccc(Cl)cc1)CS(=O)(=O)C2)c1ccccc1	-9	-2	-1.0	1	-13	-21	-4	0	10	12
CCn1c(SCc2nc3ccccc3c(=O)[nH]2)nc2ccccc21	9	-1	-0.3	-3	-7	-16	6	2	19	20
COC(=O)c1c(NC(=O)Nc2ccc(Cl)cc2)sc(C)c1C	-14	2	-0.3	2	-6	-4	5	5	-16	4
O=C(Nc1cccc(OC(=O)c2cccnc2)c1)c1cccnc1	1	-15	u	-6	3	14	3	-7	30	-13

Complete entries, quoted from the list. Order of screens: Rv3671c protease | BoNT F protease | BoNT-A LC inh2 | Anthrax LF prot | PrPC surface inh | SSB-PriA inh | MazEF act | SARS 3CLpro inh | DUSP3 inh | CCHF vOTU inh
`CC(Oc1cccc(Br)c1)C(=O)Nc1cccc(S(=O)(=O)N2CCOCC2)c1` (centres undefined) is listed as -3 | -7 | 1.2 | 2 | 4 | -15 | -4 | x | x | 11
`COC(=O)[C@]12CCCCC=C1N(Cc1ccco1)C(=O)[C@H](CC(=O)NCCCCc1ccccc1)C2` is listed as x | -2 | 1.0 | -10 | 3 | x | x | x | x | 13
`CCCN(CCC)C1=N/C(=C\c2ccco2)C(=O)N1c1ccccc1` is listed as -7 | -3 | -0.6 | 1 | -2 | -25 | -14 | 4 | -6 | 1
`N#Cc1ccc(N)cc1OCCCN1CCCCC1` is listed as x | 4 | 0.4 | -4 | -4 | -4 | 7 | x | x | -1
`CC(C)c1nc2sc3c(=S)nc[nH]c3c2c2c1CCC2` is listed as 2 | u | u | -15 | 10 | 6 | 3 | -2 | 9 | -7

Next section
SMILES	Rv3671c protease	BoNT F protease	BoNT-A LC inh2	Anthrax LF prot	PrPC surface inh	SSB-PriA inh	MazEF act	SARS 3CLpro inh	DUSP3 inh	CCHF vOTU inh
COc1ccc(Nc2nnc(SCc3cc(=O)n4ccsc4n3)s2)cc1	-2	-1	4.2	1	-1	6	5	-2	38	1
CC(C)Cn1c(N)c(C(=O)CSc2ncnc3sc4c(c23)CCCC4)c(=O)n(C)c1=O	-11	-1	0.4	-1	-4	-7	-22	-4	-6	0
O=C(NNC(=O)c1ccccn1)c1cccc([N+](=O)[O-])c1	8	4	-1.8	2	-7	-9	6	3	10	-5
COc1ccc(-c2nnc(SCC(=O)c3ccco3)n2-c2ccccc2)cc1	-2	-18	-1.3	-41	-2	-9	6	0	9	8
Cc1ccccc1NN=Nc1nc2c([nH]1)c(=O)n(C)c(=O)n2C	-11	3	0.3	0	2	0	2	-3	-11	-4
COc1ccccc1CNS(=O)(=O)c1c(C)noc1C	0	u	1.3	-3	6	-4	9	-2	6	5
COC(=O)[C@H]1C[C@H](O)CN1S(=O)(=O)c1ccc(Br)cc1F	x	-3	0.0	-2	-2	-1	4	x	x	-1
COc1ccc(OC)c(C(=O)NC(CC(N)=O)c2ccc(N3CCC(N4CCCCC4)CC3)c([N+](=O)[O-])c2)c1 (centres undefined)	-8	-15	-1.7	-16	-17	-36	-3	4	9	1
CCn1cc([N+](=O)[O-])c(C(=O)Nc2ccn(Cc3ccccc3F)n2)n1	-4	-1	-0.6	-1	-4	-11	9	5	14	2
Cc1cc(=O)[nH]c(-n2nc(C)c(Oc3ccccc3O)c2C)n1	8	-18	-3.3	-4	2	-16	1	0	26	2
Cn1nccc1C(=O)N1CCC(Cc2ccccc2)CC1	-7	9	0.1	-5	-5	-10	0	0	0	-1
CC1CCN(CCCn2c(SCC(=O)Nc3ccccc3Cl)nc3ccccc3c2=O)CC1	-10	-2	1.2	-4	0	5	-1	4	21	-11
CCNC(=O)C1(C)CCCN1C(=O)c1ccc(-c2ccccc2)cc1 (centres undefined)	x	1	-0.2	-2	5	x	x	x	x	-12
COc1ccc(CNC(=O)C2CCN(c3nnc(N4CCCC4=O)s3)CC2)cc1	-4	-2	-0.3	-2	7	0	3	3	13	0
CC(C)CNC(=O)c1cccc2c(-c3ccc(F)c(F)c3)coc12	x	0	-0.5	-4	2	x	x	x	x	14
CN(Cc1cnccn1)Cc1nc(Cc2ccccc2F)no1	1	-6	-0.5	-6	-3	-13	2	0	5	13
